TRPV1 agonist: human TRPV1 agonism; hit rate 0.19% among 320,000; TRPV1-expressing cells, Fluo-8 calcium influx, agonist mode; Q8NER1; activation, % at 8.33 µM; in the data active = activation above about 80%; inconclusive = between about 30% and that limit; also: 0% is about no effect
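Cells expressing TRPV1 were dye-loaded with Fluo-8 and read kinetically: 10 s baseline, 3 min after compound (agonist portion), then 2 min after EC20 capsaicin (allosteric enhancer portion). Calcium-bound dye fluorescence at 480/520 nm.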
a7 integrin act: activators of alpha7 integrin expression for muscular dystrophy | alpha7betagal myoblasts, beta-gal FDG fluorescence, 48 h | Potency, µM (doses to about 38.3 µM), inactives show top-dose activation, hits mostly activators | hit rate 0.064% among 350,000 | AID 624291;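 also: potency is read from the fitted curve at half-maximal effect; 100% = response of the positive control SU9516; nearly all actives have a fitted effect of over 60% in size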
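Alpha7betagal+/- myoblasts (passage 13) were plated 16-24 hr, then exposed to compounds (1:260 dilution of DMSO stock) for 48 hours at 37C. After MPER lysis, β-galactosidase reporter activity was read as FDG fluorescence (ex 480/em 540) after 30 minutes.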
Eya2 phos inh: blocks the phosphatase activity of human Eya2; hit rate 0.006% among 330,000; recombinant Eya2, OMFP fluorescence dephosphorylation (OMFP is methylfluorescein phosphate); Potency, µM (highest dose often 76.9 µM), inactives show top-dose activity, negative = inhibition, actives largely listed as inhibitors; also: potency is read from the fitted curve at half-maximal effect; % is scaled to controls: 0 for no effect and ±100 for the full control effect
Target sequence (O00167 whole entry, looked up): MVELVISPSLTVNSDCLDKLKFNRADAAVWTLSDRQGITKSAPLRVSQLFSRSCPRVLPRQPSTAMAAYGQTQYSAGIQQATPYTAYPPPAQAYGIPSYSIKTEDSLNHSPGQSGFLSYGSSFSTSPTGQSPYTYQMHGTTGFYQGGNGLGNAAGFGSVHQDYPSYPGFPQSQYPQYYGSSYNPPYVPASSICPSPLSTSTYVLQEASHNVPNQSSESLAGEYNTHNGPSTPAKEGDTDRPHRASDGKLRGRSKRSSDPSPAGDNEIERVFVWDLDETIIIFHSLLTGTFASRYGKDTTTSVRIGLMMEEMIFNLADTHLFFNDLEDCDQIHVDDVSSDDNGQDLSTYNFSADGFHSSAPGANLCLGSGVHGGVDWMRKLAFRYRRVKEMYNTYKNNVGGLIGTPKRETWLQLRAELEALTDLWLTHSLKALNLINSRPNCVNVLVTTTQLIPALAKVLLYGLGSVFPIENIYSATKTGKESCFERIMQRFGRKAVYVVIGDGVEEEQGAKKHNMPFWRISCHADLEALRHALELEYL
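Eya2 protein (added as 0.2 uM solution) was preincubated with compound for 10 min at ambient temperature in 50 mM HEPES pH 7.5, 50 mM NaCl, 5 uM MgCl2, 0.05% BSA, 1 mM DTT. OMFP (added at 50 uM) then reacted 10 min; fluorescence read at 485/525 nm.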
B2AR arrestin: beta2AR (human) beta-arrestin recruitment activity | Potency, µM (top dose mostly 46.1 µM), for inactives: at the highest dose activation, usual class: activators | beta-arrestin recruitment to beta2AR, cell-based reporter | P07550 | AID 492947 | hit rate 0.02% among 330,000;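 also: potency is read from the fitted curve at half-maximal effect; 0% = DMSO controls and full agonism = EC100 isoproterenol or metaproterenol; nearly all actives have a fitted effect of over 65% in size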
Target sequence (P07550 whole entry, looked up): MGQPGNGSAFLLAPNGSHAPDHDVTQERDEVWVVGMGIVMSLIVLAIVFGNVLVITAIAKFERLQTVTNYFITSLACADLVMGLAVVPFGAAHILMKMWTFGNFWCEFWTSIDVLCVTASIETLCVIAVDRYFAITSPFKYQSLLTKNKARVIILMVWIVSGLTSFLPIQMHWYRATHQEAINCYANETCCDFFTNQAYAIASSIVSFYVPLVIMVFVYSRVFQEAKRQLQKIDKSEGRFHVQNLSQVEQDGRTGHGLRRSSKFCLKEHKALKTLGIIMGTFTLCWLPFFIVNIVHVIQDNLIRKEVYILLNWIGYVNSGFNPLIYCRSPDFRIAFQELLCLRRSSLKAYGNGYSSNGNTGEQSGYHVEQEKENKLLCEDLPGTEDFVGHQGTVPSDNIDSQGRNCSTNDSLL
uPA surface inh: cell surface uPA generation inhibition. cell surface uPA generation assay, qHTS. Potency, µM (highest dose often 38.3 µM), for inactives: top-dose activity change, negative = inhibition, hits mostly inhibitors. hit rate 0.31% among 330,000. AID 540303; active = well fitted inhibition curve with a large enough effect; inconclusive = small, poorly fitted or top-dose-only effect; inactive = no such curve, though single readings can be large or run the other way; tested in mouse RAW 264.7 cells; also: potency is read from the fitted curve at half-maximal effect; % is scaled to controls: 0 for no effect and ±100 for the full control effect; nearly all actives have a fitted effect of over 55% in size
BRCA1 expr act: activators of BRCA1 expression. MCF7-BRCA1-FFLuc reporter, luminescence, 48 h; response scale: scaled: vehicle 0%, 10 µM genistein 100%. Potency, µM (titrated, usually from 46.1 µM), without a hit: at the top dose activation, actives largely listed as activators. AID 624202. hit rate 1.1% among 380,000; also: potency is read from the fitted curve at half-maximal effect; nearly all actives have a fitted effect of over 80% in size; some results filed as inactive show a strong effect at the top dose
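MCF7-BRCA1-FFLuc, 2000 cells/well; 2 h attach, 37 °C/5% CO2; compound 48 h; luciferase substrate 15 min; luminescence end-point. Norm. to genistein 10 microM max activation and DMSO; concentration-response curves fitted.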
ASM inhibitor: human S-ASM enzyme inhibition | P17405 | placental ASM, HMU-PC fluorogenic substrate, 60 min | Potency, µM (titrated, usually from 57.5 µM), inactives show top-dose activity change, negative = inhibition, actives largely listed as inhibitors | hit rate 0.006% among 340,000; also: potency is read from the fitted curve at half-maximal effect
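qHTS format. ASM enzyme prepared from human placenta hydrolyses the fluorogenic substrate HMU-PC0 (9 uM final) over 60 min at 37 °C after a 10 min compound preincubation.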
USP2a block: blocks human ubiquitin-specific protease USP2a; AID 463254; hit rate 0.01% among 330,000; USP2 core, Ub-CHOP2 coupled fluorogenic reporter, 485/531; Potency, µM (doses to about 38.3 µM), for the others: top-dose activity change, negative = inhibition, usual class: inhibitors;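 also: potency is read from the fitted curve at half-maximal effect; plate controls were DMSO wells for no effect and full inhibition by NEM control for full effect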
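USP2 core (10nM final) preincubated 30min RT with compound in 20mM Tris-HCl pH 8.0, 2mM CaCl2, 2mM beta-mercaptoethanol, 0.05% CHAPS; 25nM Ub-CHOP2 plus 25nM reporter substrate added, fluorescence (Ex485/Em531) read after 60min.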
p53 reactivator: restores transcriptional activity of mutant p53. H1299 p53-A138V BP100-luciferase reporter, luminescence, 24 h. Potency, µM (highest dose often 92.2 µM), for the others: top-dose activity change, positive = activation, actives largely listed as activators. hit rate 0.063% among 320,000. AID 504706; also: potency is read from the fitted curve at half-maximal effect; % of control where 0% means no effect; nearly all actives have a fitted effect of over 45% in size
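H1299 (p53-null), stable ts p53-A138V + BP100-Luc; 1000 cells/well, Opti-MEM/10% FBS; cpd 4 pt, 1:5; 24 h, 37 deg C, 5% CO2; detection reagent 10 min RT; luminescence.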
ELG1 genotoxic: inducers of genotoxicity in HEK293T ELG1-luciferase cells | HEK293T ELG1-luciferase reporter, luminescence, 16 h | Potency, µM (titrated, usually from 46 µM), for inactives: at the top dose activity change, positive = activation, hits mostly activators | hit rate 1.3% among 330,000 | AID 504466; also: potency is read from the fitted curve at half-maximal effect; % of control where 0% means no effect; nearly all actives have a fitted effect of over 60% in size
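Cells (2,000/well) expressing the ELG1-luciferase fusion are dosed by pin tool and kept 16 hr at 37 °C, 5% CO2. Signal comes from ONE-Glo luciferase reagent after 30 min at room temperature.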
PTAP TSG101 blk: blocks PTAP/TSG101 interaction to inhibit HIV-1 budding; Potency, µM (titrated, usually from 115 µM), for the others: at the top dose activity change, negative = inhibition, actives largely listed as inhibitors; AID 493005; 340,000 tested, under 10 active; Fluorescence polarization, FITC-PTAP peptide / Tsg101 binding; active = well fitted inhibition curve with a large enough effect in the main read-out, with a control signal flat, not every such curve was filed as active; inconclusive = small, poorly fitted or top-dose-only effect, or effect the other way, or a change in a side signal; inactive = no such curve, though single readings can be large or run the other way; also: potency is read from the fitted curve at half-maximal effect; % of control where 0% means no effect
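Compounds were pin-transferred onto Tsg101 binding domain (10 uM final) in HEPES pH 7.5 buffer, then FITC-PTAP peptide was added at 50 nM final. After 20 min at RT, polarization reported peptide displacement across a qHTS concentration series.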
* hit, by the source's call; i = inactive; ? = inconclusive; . = not tested or not shown; & = joins results of further samples; [ ] = remark or other dose. Unless noted, calls follow the shape of the dose curve; as a rule, active = well fitted curve in the direction sought with a large enough effect; inconclusive = small, poorly fitted or top-dose-only effect, or another doubt; inactive = no such curve, though single readings can be large; an effect the other way counts as inactive or inconclusive.

SMILES	TRPV1 agonist	a7 integrin act	Eya2 phos inh	B2AR arrestin	uPA surface inh	BRCA1 expr act	ASM inhibitor	USP2a block	p53 reactivator	ELG1 genotoxic	PTAP TSG101 blk
O=S(=O)(c1cccc(F)c1)N1CCN(C(=S)NCc2ccccc2)CC1	?	4%	-14%	0.2%	2%	-11%	2%	-2%	-1%	0%	0%
Cc1ccc(S(=O)(=O)CCC(=O)Nc2cccc(C)c2)cc1	7	19%	3%	2.1%	-2%	26%	2%	2%	-2%	-1%	0%
O=C(/C=C/c1cccc(Br)c1)Nc1nn[nH]n1	1	-5%	3%	0.0%	-1%	14%	-4%	1%	5%	-1%	-4%
Cc1nnc(SCC(=O)Nc2nsc(-c3ccccc3)n2)s1	3	10%[7.66 µM]	-12%	0.0%	.	87%	5%	0%	?	-4%	-8%
CCN(C(=O)COC(=O)c1cc(NS(=O)(=O)c2ccc(Cl)c([N+](=O)[O-])c2)ccc1O)C1CCCCC1	6	-20%	2%	-0.9%	1%	-48%	-6%	3%	?	-1%	-5%
CCOCCCNS(=O)(=O)c1cc2[nH]c3c(c2cc1C)C(=O)CC(C)(C)C3	-4	0%	-19%	-0.1%	-1%	-59%	12%	1%	-5%	-4%	-4%
COc1ccc2c(-c3ccc(S(N)(=O)=O)cc3)c(-c3ccc(S(C)(=O)=O)cc3)sc2c1	.	-33%	2%	-1.2%	?	-43%	i	-1%	-17%	-6%	0%
COc1ccc2c(CC(=O)NC3CCCc4ccccc43)coc2c1 (stereo not given)	5	0%	-2%	-0.8%	3%	7%	3%	4%	-14%	-1%	0%
O=C1SC(SC(=Nc2ccccc2)Nc2ccccc2)C(=O)N1c1ccccc1 (stereo not given)	4	-8%&-8%	4%	-2.4%	-5%&-3%	?	-1%&-2%	2%	?	18%	0%&1%
Cc1ccc(OCCC(=O)NNC(=O)c2nn(C)c(=O)c3ccccc23)cc1	0	-13%	17%	0.0%	-3%	-2%	-4%	2%	-1%	2%	1%
COc1cc(C(=O)NCCNC(=O)c2ccco2)cc(OC)c1OC	.	8%	.	.	-1%	-11%	18%	.	.	.	-2%
CC(=O)Oc1ccc(-c2csc(Nc3cccnc3)n2)cc1	4	3%	-7%	4.6%	-4%	55%	-1%	-8%	?	9%	-4%
COC(=O)c1ccc(N(CC(=O)NC2CCCCC2)C(=O)CNC(=O)c2ccco2)cc1	0	30%	5%	-0.7%	-1%	14%	0%	3%	-3%	4%	-7%
Cc1ccc(NC(=O)CS(=O)(=O)c2c[nH]c3ccccc23)c(C)c1	?	9%	-24%	-0.2%	3%	-10%	-3%	1%	23%	-2%	-11%
COC(=O)[C@@]12CCCCN1[C@H](c1ccc(-c3cccc(Cl)c3)cc1)[C@H]1C(=O)N(C)C(=O)[C@H]12	23	7%	-18%	0.0%	-1%	-12%	-18%	-7%	1%	-7%	4%
O=C([O-])c1ccccc1-[n+]1c(-c2ccccc2)cc(-c2ccccc2)cc1-c1ccccc1	-7	-2%	-10%	3.5%	3%	-54%	1%	-1%	-1%	-2%	0%
Cc1occc1-c1nnc(SCC(=O)N(C)CCC#N)n1N	-3	17%	-3%	0.0%	5%	-4%	4%	2%	4%	0%	-3%
Nn1c(SCCOc2ccc(Cl)cc2)nnc1-c1cccnc1	-1	16%	-8%	0.1%	0%	-39%	3%	3%	0%	-3%	1%
CCN(C(=O)COC(=O)c1ccccc1Oc1ccccc1)c1c(N)n(Cc2ccccc2)c(=O)[nH]c1=O	.	-1%	.	.	-8%	-42%	1%	.	.	.	0%
O=C(NCCc1cccs1)C1CCC(=O)N(CCc2cccc(F)c2)C1 (stereo not given)	1	?	-3%	-0.1%	-10%	-5%	-1%	-1%	7%	-3%	-1%
CCOc1ccc(S(=O)(=O)NCc2ccncc2)cc1	2	-45%[inhibitor]	1%	0.0%	-10%	-70%	-2%	0%	-3%	-6%	-9%
COc1ccc(C(=O)Nc2ccc(O)c3c(=O)cc(-c4cccc(Cl)c4)oc23)cc1	1	-43%	-4%	0.3%	-16%	-4%	11%	-4%	-6%	10%	-1%
O=C(NNC(=O)c1ccccc1[N+](=O)[O-])Nc1ccc(Cl)cc1	-3	-36%	-8%	-0.9%	1%	22%	4%	1%	-2%	5%	-8%
O=C(Nc1cc(C(F)(F)F)ccc1N1CCOCC1)C1Cc2ccccc2CN1C(=O)c1ccco1 (stereo not given)	?	-19%	15%	-1.1%	0%	-37%	-3%	-13%	0%	-8%	-7%
OCc1ccc(-c2ccccc2)c(-c2ccccc2)c1	.	-9%	.	.	1%	-27%	-6%	.	.	.	-13%

Brought forward from above: 5 compounds, followed by the next part.
SMILES	TRPV1 agonist	a7 integrin act	Eya2 phos inh	B2AR arrestin	uPA surface inh	BRCA1 expr act	ASM inhibitor	USP2a block	p53 reactivator	ELG1 genotoxic	PTAP TSG101 blk
CCOc1ccc(S(=O)(=O)NCc2ccncc2)cc1	2	-45%[inhibitor]	1%	0.0%	-10%	-70%	-2%	0%	-3%	-6%	-9%
COc1ccc(C(=O)Nc2ccc(O)c3c(=O)cc(-c4cccc(Cl)c4)oc23)cc1	1	-43%	-4%	0.3%	-16%	-4%	11%	-4%	-6%	10%	-1%
O=C(NNC(=O)c1ccccc1[N+](=O)[O-])Nc1ccc(Cl)cc1	-3	-36%	-8%	-0.9%	1%	22%	4%	1%	-2%	5%	-8%
O=C(Nc1cc(C(F)(F)F)ccc1N1CCOCC1)C1Cc2ccccc2CN1C(=O)c1ccco1 (stereo not given)	?	-19%	15%	-1.1%	0%	-37%	-3%	-13%	0%	-8%	-7%
OCc1ccc(-c2ccccc2)c(-c2ccccc2)c1	.	-9%	.	.	1%	-27%	-6%	.	.	.	-13%
CCCc1ccc2oc(C(=O)N3CCNC(=O)C3CC(=O)OC)c(C)c2c1 (stereo not given)	22	-13%	4%	0.1%	-2%	-3%	-5%	0%	1%	?	-1%
Cc1ccc2nc(Cl)c3cc(C(=O)N(CCN(C)C)Cc4ccco4)sc3c2c1	3	-44%[inhibitor]	14%	0.0%	-3%	-54%	-12%	-1%	10%	-5%	-1%
CCCC[n+]1ccn(-c2nc3ccccc3nc2[N-]S(=O)(=O)c2ccccc2)c1	3	4%	-10%	0.0%	1%	0%	.	-2%	-1%	1%	-5%
CC(=O)Cc1c(C(=O)O)c(C)nn1-c1ccccc1	0	-14%	-2%	0.1%	0%	-24%	2%	3%	1%	1%	-2%
COc1cccc(Cn2cccc(NC(=O)Nc3ccccc3C)c2=O)c1	13	?	6%	-1.0%	-73%	-29%	-9%	2%	-4%	-7%	1%
NC(=O)c1ccccc1NC(=O)c1ccoc1	-4	9%	2%	-0.2%	-2%	20%	7%	1%	1%	2%	-15%
O=C(CCn1c(=S)[nH]c2cc3c(cc2c1=O)OCO3)NCc1ccccc1Cl	-2	20%	6%	0.2%	3%	11%	-1%	0%	-6%	?	0%
CCCn1nc(C(=O)NCC(C)(C)N2CCOCC2)c2ccccc2c1=O	-3	12%	-1%	-0.9%	4%	0%	3%	0%	-3%	0%	-5%
COc1ccc(S(=O)(=O)Nc2nnc(C(C)(C)C)s2)cc1	-1	4%	1%	0.2%	2%	-15%	2%	3%	-3%	1%	-5%
CCn1cc(CNC(=O)C2C3CCC(C3)C2C(=O)O)cn1 (stereo not given)	.	-2%	?	0.2%	-4%	6%	-1%	0%	5%	1%	-1%
CN(CC(=O)Nc1ccc(F)c(F)c1)S(=O)(=O)c1cccs1	26	13%	-10%	0.4%	2%	-12%	-5%	2%	-2%	-9%	0%
CCOCCCn1c(NN)nc2ccccc2c1=O	2	0%	5%	-0.3%	14%	-15%	-5%	1%	4%	-2%	-5%
CNC(=S)Nc1cc(C(F)(F)F)ccc1Cl	1	-10%	1%	-0.7%	0%	-17%	-2%	1%	-13%	-5%	-1%
CC(=O)C(C)n1c(CN(C)Cc2ccccc2)nc2c1c(=O)n(C)c(=O)n2C (stereo not given)	-1	-29%	8%	-0.6%	-9%	-8%	-1%	2%	.	-2%	-6%
